Bioassay records: PubChem BioAssay, University of Kansas High Throughput Screening Laboratory
mHTT CaM bind – disrupts binding of mutant huntingtin to calmodulin | P42858 | AlphaScreen His-mHTT/GST-CaM binding, luminescence | inhibition, % at 15 µM | 190,000 tested, 3.6% active;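 further: 0% = both proteins with DMSO and 100% = one protein alone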
Pf apPOL inh – Pf-apPOL DNA polymerase inhibition; Recombinant Pf-apPOL, molecular beacon fluorescence, 1.5 h; inhibition, % at 10 µM; 210,000 tested, 0.25% active; AID 1794808
Active calls of the source: *; x = not tested or not shown; & = joins results of further samples. No stated cut-off is given here; in the data, active means inhibition above about 50%; inactive means the rest. Not a hit list. Share with any hit: about 3.5%.

Each structure is followed by: mHTT CaM bind, Pf apPOL inh
Cc1cc2c(N3CCC(C(=O)Nc4ccc(C(F)(F)F)cc4)CC3)nccc2s1
→ 2.3, -2.6
CCc1nc(SCc2cccc(CSc3n[nH]c(CC)n3)c2)n[nH]1
→ -2.0, -1.0
NS(=O)(=O)c1ccc(C(=O)Nc2ccc(-c3ccc(N4CCCC4)nn3)cc2)cc1
→ -10.6, -1.4
CC1=C(C(=O)N2CCOCC2)C(c2cccs2)n2c(nc3ccccc32)N1 (centres undefined)
→ 2.0, 0.6
CCC/C=C/c1ccc(CN2C(C)C(=O)N(Cc3cn(CC4CCCCC4)nn3)CCS2(=O)=O)cc1 (centres undefined)
→ 29.6, -2.6
CC(=O)c1sc(-c2cccs2)cc1N
→ x, -4.8&-18.9
Cc1ccccc1C1=N/C(=C\c2ccccc2Cl)C(=O)O1
→ 6.0, -1.6
CSc1ccccc1C(=O)N1CCN(CCNC(=O)c2ccsc2)CC1
→ -7.6, -4.1
COC(=O)Nc1sc2c(c1C(N)=O)CCCCC2
→ 0.3, 2.0
Cn1c(=O)c(C(=O)NC2CCCC2)c(O)c2ccccc21
→ 17.4, -1.5
Cc1ccc(OCC(=O)Nc2cc(-c3nc4ncccc4o3)ccc2Cl)cc1C
→ 0.0&0.1, -7.9&-21.4
COc1ccccc1NC(=O)N1CCCC1c1ccccc1Cl (centres undefined)
→ -10.4, -0.8
CC1=NN(c2ccc([N+](=O)[O-])cc2)C(=O)C1[N+](=O)[O-] (centres undefined)
→ x, -8.9
O=c1c2ccccc2nc(SCc2ccccc2)n1C1CCCC1
→ -4.1, -0.2
O=C(O)CCCN1C(=O)c2ccccc2C1=O
→ -2.9, 4.0
CC(=O)C(N=Nc1ccc(Br)c(Cl)c1)=C(C)O
→ x, -12.9
O=S(=O)(c1ccc2nc(-c3ccccc3)[nH]c2c1)N1CCN(C2CCCCC2)CC1
→ 19.0, 6.7
O=C(C1CCCCC1)N1C[C@H](n2cc(-c3ccc(F)cc3)nn2)[C@@H](O)C[C@@H]1c1ccc(Cl)cc1
→ 26.1, -1.6
O=C(Nc1cccc(C(F)(F)F)c1)C1CC(=O)N(c2ccc(Cl)cc2)C1 (centres undefined)
→ 7.5, -0.7
CC(=O)N1CCc2cc(Br)cc(S(=O)(=O)NCCN3CCCc4ccccc43)c21
→ 39.0, -6.9
O=C(Nc1ccc2c(c1)OCCO2)N1CCCn2nc(-c3cccc(Cl)c3)cc2C1
→ 40.3, -2.0
Cc1cc2n(n1)CCC(=O)N2CCCC(=O)NCc1ccc(OC(C)C)cc1
→ 4.7, -5.5
COc1ccc(CCNC2=CC(=O)OC23CCCCC3)cc1OC
→ 3.0, -0.3
COc1ccc(/C=c2\sc3n(c2=O)CN(c2ccc(C(C)=O)cc2)CN=3)cc1OC
→ 5.0, 6.1
Cc1ccc(-c2cnc3ccccc3n2)c(C)c1
→ -48.9, -8.5
Cc1onc(-c2c(Cl)cccc2Cl)c1C(=O)NCc1ccc2c(c1)OCO2
→ 4.0, -2.9&-2.4
CCC(CC)C(=O)N1CCC(COc2ccc(C(=O)N3CCCCC3)cc2)CC1
→ 0.6, -6.1
COc1ccc(-c2csc(Nc3cc(C)ccn3)n2)cc1OC
→ 47.0, 1.8
COC(=O)c1cc(OC)c(OC)cc1NS(=O)(=O)c1ccsc1C(=O)OC
→ x, 3.9&-2.4
Cc1scc2nc(C(=O)N3CCOCC3)nc(N3CCC(C)CC3)c12
→ 34.3, -0.3

One compound at a time, from the list above. Order of values: mHTT CaM bind | Pf apPOL inh
Results for O=C(Nc1cccc(C(F)(F)F)c1)C1CC(=O)N(c2ccc(Cl)cc2)C1 (centres undefined) : 7.5 | -0.7
Results for CC(=O)c1sc(-c2cccs2)cc1N : x | -4.8&-18.9

Later entries:
Each structure is followed by: mHTT CaM bind, Pf apPOL inh
CN(C)c1ccc(C=Nc2oc(-c3ccco3)c(-c3ccco3)c2C#N)cc1
→ 21.0, -1.1
O=c1cc(-c2cccs2)nc(-c2cccc(I)c2)o1
→ 21.0, -1.5
CCOc1ccc(N2CC(c3nnc(NC(=O)COc4ccccc4C)o3)CC2=O)cc1 (centres undefined)
→ 19.5, -4.3
CCn1cc(S(=O)(=O)CC(=O)Nc2cccc(C)c2)c2ccccc21
→ 3.0, -4.0
Cc1ccc(NC(=O)c2ccc(Cl)cc2Cl)cc1[N+](=O)[O-]
→ -0.7, -1.6
COC(=O)c1ccccc1NC(=S)N(N)CCO
→ x, -0.9
O=C(Nc1ccc(Oc2ccccc2)cc1)c1cccnc1
→ 8.0, 2.7
Cc1cccc(NC(=O)c2cc3n(n2)C(C(F)(F)F)CC(c2ccco2)N3)c1C (centres undefined)
→ 11.0, -17.4
CCCN1CCN(c2ncc3c(n2)CCN(Cc2cccc(F)c2)C3)CC1
→ 17.0, 5.1
CN(Cc1ccccc1)C(C(=O)NC1CCCC1)c1cc2c(cc1[N+](=O)[O-])OCO2 (centres undefined)
→ 26.0, 5.6
COc1ccc(-c2cn3c(n2)c(=C2CCCN2)c(=O)n3-c2ccccc2)cc1
→ 63.0*, -6.8
Nc1nc2sc3c(c2cc1C(=O)N1CCOCC1)CCCC3
→ -1.3, -4.3
OCC(O)C(O)C(O)C(O)c1nc2ccccc2[nH]1 (centres undefined)
→ 4.8, -6.1
CCN(CC)S(=O)(=O)c1ccc(C)cc1
→ -7.2, -2.9
COc1ccc(OC(=O)c2cc3ccccc3oc2=O)cc1
→ -5.6, -2.7
COc1cc2[nH]c(=O)n(CCCC(=O)NCc3ccccc3Cl)c(=O)c2cc1OC
→ 3.0, 2.8
COc1ccc(Cl)cc1NC(=O)C1CCN(c2nccnc2Oc2ccccc2)CC1
→ 22.4, -2.1
Cc1nc2sc(C)c(C)n2c(=O)c1NC(=O)c1c(F)cccc1Cl
→ -5.9, -4.1
CCOc1ccc(C(=O)Nc2c3c(nn2-c2ccc(F)cc2)CS(=O)C3)cc1 (centres undefined)
→ -4.0, 0.1
CC1=CCC=CC1C(=O)Nc1ccc2c(c1)CCC(=O)N2 (centres undefined)
→ 1.3, -1.5
CCOc1ccccc1NC(=O)CSc1ncnc2c1nnn2-c1ccc(OC)cc1
→ -19.5, 1.2
Cc1ccnc(N2CCC(C(=O)NCc3cccc(Cl)c3)CC2)n1
→ -9.8, -32.3
O=C(CCCc1ccccc1)N1CCC(Cn2ccnc2-c2ccccc2)CC1
→ 13.3, -7.0
COc1cccc(CC(=O)N2CCCC3(C2)NC(=O)N(Cc2cccc(Cl)c2)C3=O)c1 (centres undefined)
→ -0.1, -3.9
COc1ccc(CNC(=O)c2cc3c(n2C)CCN(Cc2cccc(F)c2)C3)cc1
→ 28.1, -3.7
O=C1C(=O)N(c2ccc(Cl)cc2)C(=S)C1=C(Nc1ccc(Cl)cc1)c1ccccc1
→ x, -2.4
Cc1c(C(=O)NCc2cccnc2)sc2ncn(CC(=O)N3CC(C)CC(C)C3)c(=O)c12 (centres undefined)
→ 1.0, -4.8
CC(C)Sc1ccc(CC(=O)NCCN2CCN(S(C)(=O)=O)CC2)cc1
→ -10.0, -2.0
O=C(NCCn1cc(SCc2ccc([N+](=O)[O-])cc2)c2ccccc21)c1ccccc1F
→ 36.0, 1.2
CCN1C(=O)CCC2(CNC(=O)CCc3cccc(OC)c3)CCCC12 (centres undefined)
→ -12.6, -3.8
O=C1CC(N2CCSCC2)C(=O)N1c1ccc(Cl)cc1 (centres undefined)
→ -1.4, -1.5
Cn1nnnc1SCC(=O)NC(C)(C)C
→ -2.9, x
O=C(COc1cccc2cccnc12)N1CCc2ccccc21
→ 14.0&3.0, -2.4&2.1
CC1=C(C#N)C(c2cccc([N+](=O)[O-])c2)C2=C(CC(C)(C)CC2=O)N1 (centres undefined)
→ 1.3, 3.5
O=C(O)c1ccc(-c2nnc(-c3ccccc3Cl)o2)cc1
→ -1.2, 9.8
CC1=Nc2cc(C(=O)NCCCOC(C)C)ccc2Sc2ccc(Cl)cc21
→ 26.0, -15.8
COc1ccc(NC(=O)c2cc(Cl)ccc2OC)cc1OC
→ 16.5, 2.4
CN(C(=O)Cc1c[nH]c2ccccc12)C(C(=O)Nc1ccc2c(c1)OCCO2)c1ccccc1 (centres undefined)
→ 42.0, -3.1
CC(=O)Nc1nc(-c2ccc(C(C)(C)C)cc2)nc2c1c(=O)oc1ccccc12
→ 2.0, 2.6
O=C(c1ccccc1)c1cccc(S(=O)(=O)c2ccccc2)c1
→ -23.2, -0.8
CCCCCN1C/C=C\C(c2ccc(OC)cc2)N(Cc2ccc(F)cc2)C(=O)C1 (centres undefined)
→ 47.9, -2.9
CN(C)CCNC(=O)c1cccc2cnccc12
→ -9.2, 0.8
CCNC(=O)c1cnn2c(-c3ccccn3)ccnc12
→ -4.0, -0.4
Cc1cc(C2C(C#N)=C(N)N(c3ccc(Br)cc3)C3=C2C(=O)CCC3)c(C)s1 (centres undefined)
→ 46.0, -1.8
Cc1cc(C(=O)Cn2cc(C#N)ccc2=O)c(C)n1Cc1ccccc1
→ x, -6.1
NC(=O)c1ccc(C(F)(F)F)[nH]c1=O
→ x, 7.3
COc1cc(-c2nnc(SCc3ccc(Cl)cc3Cl)o2)cc(OC)c1OC
→ -5.0, -14.4
COc1ccc(-n2nc3cc(C)c(NC(=O)c4cccnc4)cc3n2)cc1Cl
→ 1.0, -1.3
CCOc1ccc(CCNC(=O)c2csc3c2CCCC3)cc1
→ -12.5, -4.0
NC(=O)c1cc2cc(Br)ccc2oc1=Nc1ccccc1
→ 2.0, 0.2
Cc1ccc(Cl)cc1N=Cc1nc(-c2ccccc2Br)oc1O
→ -5.0, -0.8
COc1ccc(C2CC(c3ccccc3)Nc3nnnn32)cc1 (centres undefined)
→ -0.6, 1.7
COc1ccc(C2CC(=O)n3nc(-c4ccc(C)cc4)nc3S2)cc1 (centres undefined)
→ 5.0&2.6, 3.4&-4.1
Cn1c(=O)c2c(Nc3ccc(C(F)(F)F)cc3)ccnc2n(C)c1=O
→ 0.9, 1.9
CCc1cc2c(SCC(=O)c3ccccc3)ncnc2s1
→ -19.4, -8.6
COc1cc(C(=O)Nc2ccc3c(c2)Cc2ccccc2-3)cc(OC)c1OC
→ 2.9, 2.5
CC(=O)N1c2ccc(S(=O)(=O)NCc3ccco3)cc2CC1C (centres undefined)
→ -2.0, -3.2
O=C(CN1CCC(c2nc(-c3cccs3)no2)CC1)N1CCN(c2ccccc2)CC1
→ 32.6, -3.2
Cc1c(C(=O)NCc2ccccc2)oc2ccc(S(=O)(=O)N3CCCC3)cc12
→ 9.0, 5.9
Cn1nc2c(c1NC(=O)CCCSc1ccc(F)cc1)CCC2
→ -11.4, -14.6

An excerpt from above in order of molecular weight, falling:
Each structure is followed by: mHTT CaM bind, Pf apPOL inh
O=C(CN1CCC(c2nc(-c3cccs3)no2)CC1)N1CCN(c2ccccc2)CC1
→ 32.6, -3.2
Cc1ccc(Cl)cc1N=Cc1nc(-c2ccccc2Br)oc1O
→ -5.0, -0.8
CCc1cc2c(SCC(=O)c3ccccc3)ncnc2s1
→ -19.4, -8.6

Going on with the list.
Each structure is followed by: mHTT CaM bind, Pf apPOL inh
COc1ccccc1OC1OC2COC(c3ccco3)OC2C(O)C1NC(C)=O (centres undefined)
→ 2.6, -1.4
Cc1ccc2nc(C(F)(F)F)cc(OCCN(C)C)c2c1
→ x, -7.6&-9.6
CC(C)(O)C#Cc1ccc(C=NNc2c(Cl)cc(Cl)cc2Cl)cc1
→ x, -4.8
Cc1cccc(NC(=O)Cn2c(N3CCCCC3)nc(C)cc2=O)c1
→ -17.6, -1.5
CN(C)C=CC(=O)c1ccccc1
→ x, -0.8&-8.1
CC(C)(C)c1ccc(C(N)=NOC(=O)CCSc2cccs2)cc1
→ x, -10.0
COc1cc(/C=C2\C(=O)NN(c3ccccc3)C2=O)ccc1OCc1c(F)cccc1Cl
→ 5.0, 1.8
CC(C)CCOc1ccccc1C(N)=O
→ -3.4, -2.4
O=C(Nc1ccccc1)C1CC(=O)N(Cc2ccc3c(c2)OCO3)C(=Nc2ccccc2)S1 (centres undefined)
→ 23.0, -5.0
O=C(Cn1nc(-c2ccc(Cl)cc2)c2ccccc2c1=O)NCC1CCCO1 (centres undefined)
→ -1.0, 2.0
O=c1/c(=C/c2ccccc2)sc2nc(-c3ccc(Cl)cc3)nn12
→ 0.0, -9.6
CCOc1ccc(-c2nc3s/c(=C\c4ccc(OC)cc4OC)c(=O)n3n2)cc1
→ 4.0, 2.4
Cc1ccccc1/C=C1/SC(=Nc2ccccc2Cl)NC1=O
→ 33.0, -0.7
COc1ccc(C2/C=C\CN(S(=O)(=O)c3ccc(C)cc3)CC(=O)N2Cc2cccc(F)c2)cc1 (centres undefined)
→ 0.7, -2.2
CCN(Cc1ccccc1)S(=O)(=O)c1c(C)cc(Cl)nc1Cl
→ -63.0, -0.7
C[N+]1(CC(O)COc2ccc(Br)cc2)CCOCC1 (centres undefined)
→ -4.8, -1.7
CCc1ccc(NC(=O)CN(c2cccc([N+](=O)[O-])c2)S(C)(=O)=O)cc1
→ 10.1, -2.4
CC(C)(C)OC(=O)NCc1ccccc1/C=C/S(=O)(=O)NCc1ccccc1
→ 0.6, 49.4
COc1ccc(OC(C)C(=O)Nc2ccc([N+](=O)[O-])cc2OC)cc1 (centres undefined)
→ 1.6, -6.6
C#CCOc1ccc(C=C2C(=O)OC(C)(C(C)(C)C)OC2=O)cc1 (centres undefined)
→ 7.0, -1.2
COc1ccccc1-c1onc(C)c1C(=O)NCc1cc(F)cc(F)c1
→ -8.0, -3.2
CC1CCN(CC(=O)Nc2ccc(OC(F)(F)Cl)cc2)CC1
→ -8.0, -8.3
COc1ccc(-c2[nH]ncc2-c2cnc(C)s2)c(O)c1
→ 7.4, -17.6
O=C(Nc1ccc2c(c1)OCCO2)C1(c2ccc(Br)cc2)CCCC1
→ 7.0, 0.5
CC1(C)CC(NC(=O)Cc2ccccc2[N+](=O)[O-])CC(C)(C)N1
→ 1.8, 2.2
CCOc1ccc2cccc(NC(=O)c3cc(OC)c(OC)c(OC)c3)c2n1
→ -3.2, 7.3
CC(=O)N1CCc2sc(S(=O)(=O)NC3CCCCCC3)cc2C1
→ -0.4, -4.0
CCOc1ccc(-c2cn3ccn(-c4ccc(C)c(C)c4)c(=O)c3n2)cc1
→ -7.0, -1.9
